# Screening results deposited in PubChem BioAssay by Institute for Biomedicine and Glycomics.
# trophozoite growth: anti-Giardia activity of synthetic compounds – Compounds Australia Scaffold Library subset, 24/48 h, primary screen (AID 1794835); 2,500 compounds, 2% hits; hits give high values; inhibition, % at 10 µM; in the data active means inhibition mostly above about 45%, no sharp cut-off; inactive means mostly below about 37%;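 further: 0% = parasite counts in DMSO vehicle wells; trophozoite growth inhibition read by imaging counts at 24 h; calls made by hand needing about 50% inhibition in two separate runs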
# Active calls of the source: *; i = inactive. An excerpt; count on the stated rates, not on these rows.
SMILES,trophozoite growth
CSc1ccc(NC(=O)c2cn(C)c3ncccc23)cc1,10
CSc1ccc(C2NCc3ccccc3-n3cccc32)cc1 (configuration not stated),4
Cc1noc(C)c1CN1CCCCC1c1cccnc1 (configuration not stated),i
Cc1sc2c(c1C)C(c1ccc(F)cc1)=NCC(=O)N2CC(=O)Nc1ccc(Cl)cc1,i
CCC(=O)N1N=C2C3CCN(CC3)[C@@H]2[C@@H]1c1cccc(OC)c1OC,14

# Taken from above:
# Reading of CSc1ccc(C2NCc3ccccc3-n3cccc32)cc1 (configuration not stated) in trophozoite growth: 4
# Reading of CSc1ccc(NC(=O)c2cn(C)c3ncccc23)cc1 in trophozoite growth: 10

# 3 structures out of the list, sorted by count of non-hydrogen atoms, largest number first:
SMILES,trophozoite growth
CSc1ccc(C2NCc3ccccc3-n3cccc32)cc1 (configuration not stated),4
CSc1ccc(NC(=O)c2cn(C)c3ncccc23)cc1,10
Cc1noc(C)c1CN1CCCCC1c1cccnc1 (configuration not stated),i
